High-throughput results: PubChem, National Center for Advancing Translational Sciences (NCATS)
APE1 inh: qHTS Assay for Inhibitors of the Human Apurinic/apyrimidinic Endonuclease 1 (APE1). DNA repair nuclease/redox regulator APEX1 (Homo sapiens), P27695. recombinant APE1, TAMRA/BHQ-2 abasic DNA cleavage fluorescence. Potency, µM (top dose mostly 65.8 µM), inactives show top-dose activity change, negative = inhibition, hits mostly inhibitors. actives 0.35% (n = 350,000). AID 2517, 2012;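 further: potency means the concentration at half of the fitted maximal effect; plate controls were vehicle for no effect and reference inhibitor for full effect; nearly all actives have a fitted effect of over 55% in size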
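Incision of a quenched TAMRA/BHQ-2 THF abasic-site duplex (50 nM) by 0.75 nM APE1, after 15 min compound preincubation, measured as fluorescence increase over three 60 s reads. Values normalized to buffer, DMSO and NSC13755 control wells.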
Pol eta inh: qHTS for Inhibitors of Polymerase Eta. actives 1.2% (n = 390,000). recombinant Pol eta, fluorescent DNA replication assay. DNA polymerase eta (Homo sapiens), Q9Y253. AID 588591, 2011. Potency, µM (doses to about 114 µM), for inactives: at the highest dose activity change, negative = inhibition, actives largely listed as inhibitors; further: potency means the concentration at half of the fitted maximal effect; on the % scale 0 is the no-effect control and ±100 the full control effect
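Fluorescent replication assay: 50 nM final substrate added after a 15 min room-temperature compound preincubation with 10 nM enzyme. Signal taken at 0 min and again at 10 min.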
Pol kappa inh: qHTS for Inhibitors of Polymerase Kappa; DNA polymerase kappa (Homo sapiens), Q9UBT6; purified Pol kappa, fluorescent DNA synthesis assay, 10 min; Potency, µM (titrated, usually from 107 µM), without a hit: at the highest dose activity, negative = inhibition, hits mostly inhibitors; actives 0.53% (n = 400,000); further: potency means the concentration at half of the fitted maximal effect; on the % scale 0 is the no-effect control and ±100 the full control effect
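Enzyme at 10 nM met test compounds for 15 min at room temperature. Substrate addition (50 nM final) began the reaction, which was monitored by fluorescence at 0 and 10 min.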
Apoferritin bind: qHTS Assay for Identification of Novel General Anesthetics. Ferritin light chain (Equus caballus), P02791. apoferritin/1-aminoanthracene competitive binding, fluorescence. Potency, µM (top dose mostly 77.5 µM), for the others: top-dose activity change, negative = displacement, most hits filed as inhibitors. actives 0.074% (n = 350,000); further: potency means the concentration at half of the fitted maximal effect; on the % scale 0 is the no-effect control and ±100 the full control effect; nearly all actives have a fitted effect of over 20% in size
Target sequence (P02791 2-175 limits assumed): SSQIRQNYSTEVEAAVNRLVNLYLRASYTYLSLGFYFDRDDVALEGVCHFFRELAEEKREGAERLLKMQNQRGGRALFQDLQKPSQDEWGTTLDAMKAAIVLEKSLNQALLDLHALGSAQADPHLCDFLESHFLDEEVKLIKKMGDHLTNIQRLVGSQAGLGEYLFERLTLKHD
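10 uM apoferritin + 50% sat. 1-AMA, PBS; cpd 10 min RT; Ex380/Em535 endpoint; normalized to free probe vs complex; 4-param Hill fit; propofol titration as pos. ctrl.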
Pol beta inh: qHTS Assay for Inhibitors of DNA Polymerase Beta; P06746; Pol beta primer extension/strand displacement, fluorescence kinetic; Potency, µM (top dose mostly 114 µM), for the others: top-dose activity change, negative = inhibition, usual class: inhibitors; actives 1.3% (n = 340,000); AID 485314, 2010; further: potency means the concentration at half of the fitted maximal effect; on the % scale 0 is the no-effect control and ±100 the full control effect
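Enzyme-only controls used 10 nM Pol beta; buffer lacking enzyme served as negative control. Compound preincubated 15 min, then 50 nM substrate added; 0 and 10 min reads at room temperature.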
RGS4 inhibitor: Inhibitors of Regulator of G Protein Signaling (RGS) 4: qHTS; AID 504845, 2011; Regulator of G-protein signaling 4 (Homo sapiens), P49798; Potency, µM (titrated, usually from 114 µM), inactives show at the top dose activity change, negative = inhibition, hits mostly inhibitors; Transcreener GDP fluorescence polarization, RGS4-accelerated GTP hydrolysis; actives 0.039% (n = 390,000); further: potency means the concentration at half of the fitted maximal effect; on the % scale 0 is the no-effect control and ±100 the full control effect; nearly all actives have a fitted effect of over 75% in size; some results filed as inactive show a strong effect at the top dose
Target sequence (P49798 whole entry, looked up): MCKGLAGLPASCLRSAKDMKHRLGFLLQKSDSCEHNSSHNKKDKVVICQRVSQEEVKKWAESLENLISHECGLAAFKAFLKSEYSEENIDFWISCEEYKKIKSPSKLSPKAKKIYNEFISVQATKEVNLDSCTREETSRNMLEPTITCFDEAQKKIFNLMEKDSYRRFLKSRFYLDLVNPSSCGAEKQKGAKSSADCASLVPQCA
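MLSMR compounds (23 nl, pin-transferred) preincubated 10 min at room temperature with a 500nM (2x) first reagent, then RGS4 at 900nM (2x) plus Transcreener GDP mix added; fluorescence polarization (620/688 nm) read before and after 90 min at 30 °C.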
12-LOX inh: Primary qHTS assay for inhibitors of human arachidonate 12S-lipoxygenase (ALOX12): Round 2 | actives 1.1% (n = 580,000) | AID 1671190, 2021 | Potency, µM (doses to about 108 µM), for the others: at the top dose activity change, negative = inhibition, most hits filed as inhibitors | purified 12hLO, xylenol orange hydroperoxide absorbance; further: potency means the concentration at half of the fitted maximal effect; on the % scale 0 is the no-effect control and ±100 the full control effect
Target sequence (P18054 whole entry, looked up): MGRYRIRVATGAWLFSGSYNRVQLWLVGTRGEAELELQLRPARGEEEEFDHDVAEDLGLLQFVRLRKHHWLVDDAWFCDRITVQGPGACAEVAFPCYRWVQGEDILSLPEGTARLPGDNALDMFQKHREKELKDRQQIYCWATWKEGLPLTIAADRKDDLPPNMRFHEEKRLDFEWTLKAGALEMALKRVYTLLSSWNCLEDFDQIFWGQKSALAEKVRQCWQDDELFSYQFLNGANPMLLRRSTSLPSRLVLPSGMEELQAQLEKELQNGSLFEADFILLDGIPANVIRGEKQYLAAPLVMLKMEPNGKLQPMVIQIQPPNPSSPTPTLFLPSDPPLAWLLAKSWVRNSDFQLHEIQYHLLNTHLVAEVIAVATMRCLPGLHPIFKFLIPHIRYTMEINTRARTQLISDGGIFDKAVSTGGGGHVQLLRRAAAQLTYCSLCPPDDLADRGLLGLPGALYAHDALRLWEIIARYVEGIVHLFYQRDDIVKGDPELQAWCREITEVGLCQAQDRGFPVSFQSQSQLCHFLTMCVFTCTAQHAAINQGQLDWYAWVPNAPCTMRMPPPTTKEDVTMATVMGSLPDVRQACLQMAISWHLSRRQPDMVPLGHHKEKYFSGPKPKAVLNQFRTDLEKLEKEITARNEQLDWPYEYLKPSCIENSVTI
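Purified human 12hLO (150 nM final) in 25 mM Hepes, 0.01% Triton X-100, pH 7.0 was preincubated 15 min at room temperature with compound. Then 40 uM arachidonic acid was added, 30 min. Hydroperoxide was read by Fe-XO absorbance ratio 573/405 nm.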
LDHA block: qHTS assay for inhibitors of human lactate dehydrogenase. L-lactate dehydrogenase A chain (Homo sapiens), P00338. AID 1347041, 2019. activity change, % (values are at about 110 or 230 µM). purified LDHA, NADH/diaphorase-resazurin fluorescence; hits give low values. actives 0.15% (n = 480,000); in the data active means activity change below about -30%; inconclusive means mostly about -25% to -30%;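 further: plate controls were DMSO wells for no effect and wells without enzyme for full effect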
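Enzyme activity of human lactate dehydrogenase 5 (2 nM; 0.06 mM NADH, 0.2 mM pyruvate, 5 min, RT) is measured via a resazurin/diaphorase fluorescence readout of residual NADH.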
ERG-DNA inh: qHTS for Small Molecule Inhibitors of the ERG Ets/DNA interaction; Transcriptional regulator ERG (Homo sapiens), P11308; fluorescence polarization, His-ERG Ets domain / labelled DNA; Potency, µM (doses to about 76.9 µM), for the others: top-dose FP activity, negative = inhibition, hits mostly inhibitors; actives 0.028% (n = 370,000); AID 624246, 2012; active means well fitted inhibition curve with a large enough effect in the polarisation, with a control signal flat; inconclusive means small, poorly fitted or top-dose-only effect, or effect the other way, or a change in a side signal; inactive means no such curve, though single readings can be large or run the other way; the % refers to the polarisation;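 further: polarization taken with two DNA probes labelled with fluorescein and Texas red; potency means the concentration at half of the fitted maximal effect; % of control where 0% means no effect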
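His-tagged ERG Ets domain (1 uM in the protein solution; 300mM KCl, 50mM Tris-HCl, 1mM EDTA, 1mM DTT, pH 7.5) received compound, then a probe mix of 5 nM fluorescein-DNA and 100nM Texas-615-DNA. Fluorescence polarization was read for both dyes.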
Active calls of the source: *; i = inactive; ? = inconclusive; nt = no result given; [ ] = another dose, or the depositor's remark. Unless noted, the call rests on the fitted dose curve; in most records, active means well fitted curve in the direction sought with a large enough effect; inconclusive means small, poorly fitted or top-dose-only effect, or another doubt; inactive means no such curve, though single readings can be large; an effect the other way counts as inactive or inconclusive. Only part of the results is shown (hit frequency here may not be typical).

Compound	Apoferritin bind	LDHA block	Pol kappa inh	12-LOX inh	Pol beta inh	Pol eta inh	APE1 inh	RGS4 inhibitor	ERG-DNA inh
COc1ccc(/C=C(\NC(=O)c2ccco2)C(=O)N2CCOCC2)cc1	8%	-7	-14%	-2%	8%	9%	19%	12%	-1%
Cc1cc(Br)ccc1SCC(=O)OCC(O)=C(C#N)c1nc2ccccc2[nH]1	nt	-4	-9%	-10%	nt	-4%	nt	15%	-6%
Nc1nc2ccc(C(=O)NC3CCCCC3)cc2s1	-12%	-1	-8%	3%	1%	-16%	1%	-4%	-9%
O=C(NCc1ccc(Cl)cc1)C1(c2cccs2)CCOCC1	-12%	-2	-11%[60.1 µM]	-13%	?	-15%	nt	-44%	3%
CC(C)C[C@@H](CN)NC(=O)c1nc[nH]c1C(=O)N[C@@H](Cc1c[nH]c2ccccc12)C(=O)CNC[C@H](C)NC(=O)c1nc[nH]c1C(=O)N[C@@H](C)C(=O)O	nt	5	1%	20%	nt	-4%	nt	-17%	26%
N#CC(CCc1ccccn1)c1ccccc1 (stereo not given)	nt	-10	-6%	-12%	nt	-4%	nt	34%	4%
COc1ccc(S(=O)(=O)N2CCCOC2CNC(=O)C(=O)NCc2ccccc2F)cc1C (stereo not given)	-9%	1	-3%	32%[activator]	9%	-16%	12%	-15%	-3%
O=C(NCc1ccccc1)C(=O)NCC(c1ccco1)S(=O)(=O)c1ccc(Cl)cc1 (stereo not given)	1%	-4	-9%[60.1 µM]	1%	-2%	10%	nt	11%	2%
CC1(C)Oc2cc(N)c([N+](=O)[O-])cc2O1	-16%	4	?	?	-2%	-8%	32µM*	-15%	1%
Cc1cc(C)c2nc(-c3ccccn3)cc(C(=O)n3cccn3)c2c1	-3%	-1	-9%	4%	5%	-16%	-3%	-25%	2%
CC(C)S(=O)(=O)c1ccc(C(=O)Nc2ccc(F)cc2F)cn1	-5%	-4	1%	-8%	?	-7%	0%	-29%	0%
O=C(CN1CCN(CC(=O)Nc2cccc(F)c2)CC1)NCC1(N2CCOCC2)CCCCC1	nt	-4	-11%	-8%	nt	-3%	12%	13%	-12%
Cc1ccc(C)c(CN2C(=O)N(c3cc(Cl)ccc3C)S(=O)(=O)c3ccccc32)c1	-11%	2	3%[60.1 µM]	-8%	3%	-20%	nt	-24%	4%
C[C@]12c3[nH]c4ccccc4c3CCN1C(=O)C(CC(=O)NCC13CC4CC(CC(C4)C1)C3)C[C@@H]2C(=O)N1CCOCC1 (stereo not given in full)	nt	-3	-9%	16%	nt	-15%	-1%	9%	-10%
COc1ccc(CNC(=O)COC(=O)c2c(C)nn(-c3ccccc3)c2C)cc1OC	nt	-5	-2%	4%	nt	-17%	7%	4%	-2%
C=CCNC(=S)NNC(=O)c1ccc(C)c(Cl)c1	-1%	-2	-19%	17%	-25%	-19%	8%	-28%	-14%
O=C(c1ccc(=O)[nH]c1)N(Cc1cccs1)C1(C(=O)NC2CCCC2)CCCCC1	-6%	-7	-7%	10%	22%	-18%	4%	20%	-10%
CC1Cc2ccccc2N1C(=O)CSc1nc2ccccc2o1 (stereo not given)	-13%	-2	-14%	-11%	1%	?	-7%	-30%	-10%
Cc1nc2sc3c(c2c(=O)o1)CC(C)(C)OC3	13%	-7	-3%	-10%	-13%	-3%	-4%	0%	-2%
CCOC(=O)N1CCN(C(=O)c2cccn3c(=O)c4sccc4nc23)CC1	126%[activator]	-4	-3%	0%	11%	-10%	15%	-15%	7%

Whole records, looked up by structure.
`Cc1cc(Br)ccc1SCC(=O)OCC(O)=C(C#N)c1nc2ccccc2[nH]1` in the list: Apoferritin bind = nt; LDHA block = -4; Pol kappa inh = -9%; 12-LOX inh = -10%; Pol beta inh = nt; Pol eta inh = -4%; APE1 inh = nt; RGS4 inhibitor = 15%; ERG-DNA inh = -6%
`Nc1nc2ccc(C(=O)NC3CCCCC3)cc2s1` in the list: Apoferritin bind = -12%; LDHA block = -1; Pol kappa inh = -8%; 12-LOX inh = 3%; Pol beta inh = 1%; Pol eta inh = -16%; APE1 inh = 1%; RGS4 inhibitor = -4%; ERG-DNA inh = -9%

Next compounds follow:
Compound	Apoferritin bind	LDHA block	Pol kappa inh	12-LOX inh	Pol beta inh	Pol eta inh	APE1 inh	RGS4 inhibitor	ERG-DNA inh
O=C(NC(=S)Nn1cnnc1)c1ccccc1	nt	1	6%	35µM*	nt	-22%	13%	-39%	0%
O=C(Nc1nnc(-c2cccnc2)o1)c1cccc(Cl)c1	-13%	5	5%	0%	?	-22%	-4%	-27%	14%
COc1cccc(C(=O)N(Cc2ccccc2)Cc2cc3cc4c(cc3[nH]c2=O)OCCO4)c1	-6%	-7	0%	6%	2%	4%	20%	-13%	-2%
Cc1ccc(CNC(=O)c2nnn(CC(=O)Nc3cccc(C)c3C)c2N)cc1	-9%	-9	-10%	-18%	?	?	24%	-15%	1%
c1ccc(CCCCN2C(Nc3ccccc3)=NC[C@@H]2Cc2ccccc2)cc1	nt	-5	-6%	?	nt	-22%	-1%	14%	-7%
CCN(CC)CC(C)(C)COC(=O)c1oc2ccccc2c1C	1%	-2	-7%	15%	11%	-23%	19%	-7%	-5%
COc1ccc(NC(=O)c2cc(S(=O)(=O)N3CCCC3)cn2C)cc1Cl	-9%	-5	3%	49%[activator]	26%	-10%	19%	2%	-12%
Cc1ccc(/C=C(\C#N)C(=O)Nc2cccc(Br)c2)o1	54%[activator]	-11	-23%	-16%	31%	nt	nt	-7%	4%
CCCOc1ccc(Cl)cc1/C=C1/C(=O)ON=C1C	27%	-2	-12%	?	5%	-8%	-17%	0%	7%
CCOc1ccc(CCNC(=O)CSCc2nc(-c3cccc(C)c3)oc2C)cc1OCC	-3%	3	-4%	-15%	7%	-15%	nt	-16%	-1%
Cc1ccc(S(=O)(=O)CCC(=O)Nc2nc3c(s2)CCCC3)cc1	-10%	0	3%	268%[activator]	-1%	-13%	-3%	-29%	-9%
CC(=NO)C1CCC2C3CCC4CC(=NO)CCC4(C)C3C(C)(O)CC12C (stereo not given)	nt	-7	-13%	0%	nt	-24%	nt	-1%	-4%
CC(=O)NC(Cc1cc(C)ccc1C)C(=O)N1CCN(C(=O)c2ccccc2Br)CC1 (stereo not given)	-5%	0	5%	1%	-1%	-13%	11%	-1%	11%
Cc1onc(-c2ccc(Cl)cc2)c1-c1ccnc(SCC(=O)Nc2ccc(C(C)C)cc2)n1	-15%	-12	-6%	82%[activator]	-5%	-26%	5%	4%	-4%
COC(=O)c1ccc(C2=NOC(C)(c3sc(-c4ccccc4)nc3C)C2)cc1 (stereo not given)	3%	0	7%	-10%	26%	-24%	-7%	-8%	?
CC(C)CN1CCCC(N2CCN(c3cccc(Cl)c3)CC2)C1 (stereo not given)	-21%	-7	-6%	0%	?	-8%	-16%	-10%	5%
CC(C)C(=O)N(Nc1nc2ccccc2s1)C(=O)C(C)C	-11%	-2	-14%	-16%	2%	-18%	2%	21%	-7%
COc1cc(Cl)c(C)cc1NC(=O)CN1CCN(C(=O)C2CC2)CC1	nt	0	3%	nt	nt	-11%	27%	6%	-17%
Cc1c(Nc2ncnc3c2cnn3-c2ccccc2)c(=O)n(-c2ccccc2)n1C	2%	-4	-6%	22%	2%	-11%	26%	20%	nt
CCOc1nc(-c2ccc(OC)cc2)ccc1-c1noc(C)n1	13%	-1	-16%	7%	-2%	-6%	-4%	9%	-1%
Cc1ccc(S(=O)(=O)N2[C@@H](c3ccccc3)C(C(=O)O)=CC[C@H]2c2ccc(Cl)cc2)cc1	nt	-11	-24%	?	nt	0%	13%	-39%	0%
COc1cccc(N2CC(NC(=O)c3cccs3)CC2=O)c1 (stereo not given)	-18%	-3	-4%[60.1 µM]	-24%	17%	1%	nt	27%	3%
COc1ccc(CCNC(=O)COC(=O)c2ccc(OC)cc2OC)cc1	nt	1	-1%	-10%	nt	-3%	-12%	-11%	4%
CC(C)Cn1c(SCc2cccc(F)c2)nc2ccsc2c1=O	72%[activator]	2	-3%	-7%	-2%	-6%	nt	45%	-2%
O=C(CN1CCN(c2ccccc2)CC1)Nc1c(C(=O)C2CC2)oc2ccccc12	-4%	-6	-9%	0%	-19%	-8%	1%	25%	-6%
Cc1cc(C)c(S(=O)(=O)N2CCOC2CNC(=O)C(=O)NCCCn2ccnc2)c(C)c1 (stereo not given)	-3%	-2	-17%	41%[activator]	51%	-20%	23%	3%	-20%
CCCn1c2ccccc2c2nnc(SC(CC)C(=O)Nc3cc(C)on3)nc21 (stereo not given)	-12%	-5	-4%	i	-26%	-12%	5%	-3%	-8%
COc1ccc(NC(=O)CN2CCN(c3ccccc3C)CC2)cc1	-8%	-1	-3%	-6%	2%	-14%	21%	-11%	-3%
Cc1ccc(C)c(S(=O)(=O)N2CC(=O)Nc3ccccc32)c1	2%	-1	7%	0%	4%	-3%	-6%	?	1%
